LAP4-GFP MLPCN – alters LAP4-GFP fluorescence in TOR pathway yeast screen. S. cerevisiae LAP4-GFP multiplex, flow cytometry GFP, 3 h; median GFP as percent of DMSO wells. GFP response vs DMSO, % at 10 µM. 320,000 tested, 0.34% active;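 active = GFP response vs DMSO above a set limit, about the screen mean plus 3 SD, cut at about 150% in these data; inconclusive = under 70 cell events counted for the yeast strain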
AGP1 TOR yeast – modulators of TOR pathway AGP1-GFP in S. cerevisiae; 320,000 tested, 0.02% active; GFP response vs DMSO, % at 10 µM; S. cerevisiae AGP1-GFP multiplex flow cytometry, 3 h; GFP as percent of DMSO wells; AID 2066;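 active = GFP response relative to DMSO above a set limit, near screen average plus 3 SD, cut at about 150% in these data; inconclusive = fewer than 70 cells counted for the yeast strain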;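 note: median GFP channel fluorescence of the gated AGP1 strain per well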
RPL19A TOR yeast – alters RPL19A-GFP fluorescence in TOR pathway yeast screen; S. cerevisiae RPL19A-GFP strain, flow cytometry, 3 h; active compounds read low; percent response vs DMSO, % at 10 µM; 330,000 tested, 0.3% active;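 active = percent response vs DMSO below 50%; inconclusive = fewer than 70 events counted for the yeast strain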;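 note: median channel GFP fluorescence of the barcoded RPL19A-GFP strain; ratio of sample median GFP to plate DMSO average so 100% = DMSO; lower means less RPL19A-GFP as with rapamycin TOR inhibition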
Yeast superoxide – lowers age-related superoxide in aged yeast cells; superoxide response (% of plate mean), % at 10 µM; S. cerevisiae aged cells, superoxide DHE fluorescence; active compounds read low; 330,000 tested, 0.18% active;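 active = superoxide response under a set limit, about three screen SD below normal, cut at about 65% in these data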;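 note: yeast aged for seven days with compound at 30 °C before DHE staining; 100% = average MFI of all compound-treated wells on the plate with controls excluded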
AHR activator – human AHR activation | P35869 | AHR-responsive luciferase reporter cells, luminescence | activation, % at 5 µM | 320,000 tested, 2.5% active | AID 2796; in the data active = activation above about 47%;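 note: 0% = vehicle wells and 100% = reference agonist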
Target sequence (P35869 whole entry, looked up): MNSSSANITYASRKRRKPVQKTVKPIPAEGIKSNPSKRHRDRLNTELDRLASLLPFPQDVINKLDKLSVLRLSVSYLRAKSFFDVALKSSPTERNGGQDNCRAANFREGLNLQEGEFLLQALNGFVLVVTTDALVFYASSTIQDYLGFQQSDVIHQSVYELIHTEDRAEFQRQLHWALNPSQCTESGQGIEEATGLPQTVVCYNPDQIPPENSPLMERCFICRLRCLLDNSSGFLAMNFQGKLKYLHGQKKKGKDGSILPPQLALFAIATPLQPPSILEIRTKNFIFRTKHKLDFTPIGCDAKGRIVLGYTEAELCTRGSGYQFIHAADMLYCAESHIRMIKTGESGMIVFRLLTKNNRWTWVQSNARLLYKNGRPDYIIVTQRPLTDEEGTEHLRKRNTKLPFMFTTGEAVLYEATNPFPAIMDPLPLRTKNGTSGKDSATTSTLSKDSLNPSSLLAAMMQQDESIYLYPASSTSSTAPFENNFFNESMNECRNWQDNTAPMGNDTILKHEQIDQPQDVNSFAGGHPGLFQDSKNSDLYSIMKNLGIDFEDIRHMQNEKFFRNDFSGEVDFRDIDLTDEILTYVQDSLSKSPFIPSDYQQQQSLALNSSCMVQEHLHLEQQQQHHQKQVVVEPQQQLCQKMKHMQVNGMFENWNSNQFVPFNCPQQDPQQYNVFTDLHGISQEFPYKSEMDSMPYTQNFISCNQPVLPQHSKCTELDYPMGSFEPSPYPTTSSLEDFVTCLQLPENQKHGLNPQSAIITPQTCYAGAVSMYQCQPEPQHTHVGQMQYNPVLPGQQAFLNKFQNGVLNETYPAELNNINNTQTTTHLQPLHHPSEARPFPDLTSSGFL
Efflux pump mplx – antifungal efflux pump inhibition, Nile Red retention. S. cerevisiae Candida pump triplex. inhibition, % at 10 µM. 330,000 tested, 0.44% active. AID 485275;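 active = plate passing quality check with inhibition over a set limit, or well fluorescence over plate mean plus 4 SD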;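 note: Nile Red retained in pooled yeast measured as flow cytometry median fluorescence; 0% = buffer negative control and 100% = Enniatin B positive control; higher means more Nile Red kept so more efflux inhibition; some compounds called inactive have numbers as strong as hits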
MEP2 TOR yeast – alters MEP2-GFP fluorescence in TOR pathway yeast screen; 330,000 tested, 0.51% active; S. cerevisiae MEP2-GFP strain, flow cytometry GFP, 3 h; 100% = DMSO control level; GFP response vs DMSO, % at 10 µM; AID 2016;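 active = GFP response versus DMSO above a set limit, roughly screen mean plus 3 SD, cut at about 180% in these data; inconclusive = fewer than 70 cells counted for a yeast strain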;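 note: median GFP fluorescence of the barcode-gated MEP2-GFP cells per well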
CIT2-GFP yeast – modulators of TOR pathway CIT2-GFP in S. cerevisiae; S. cerevisiae CIT2-GFP strain, flow cytometry, 3 h; 100 means same as DMSO wells; 320,000 tested, 0.065% active; GFP response vs DMSO, % at 10 µM; AID 2029;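 active = GFP response relative to DMSO above a set limit, near the screen mean plus 3 SD, cut at about 150% in these data; inconclusive = Fewer than 70 cells measured for a yeast strain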;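 note: ratio of well median GFP fluorescence to mean of DMSO wells on the plate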
An asterisk follows results filed as active; ? = inconclusive; / = not tested or not shown; [ ] = another dose, or the depositor's remark.

SMILES	LAP4-GFP MLPCN	AGP1 TOR yeast	RPL19A TOR yeast	Yeast superoxide	AHR activator	Efflux pump mplx	MEP2 TOR yeast	CIT2-GFP yeast
O=C(Nc1ccc(Cc2ccncc2)cc1)C1CCC(N2C(=O)C3C4C=CC(C4)C3C2=O)CC1 (stereo not drawn)	100	111	105	82	-2	0.1	103	100
CCOC(=O)c1c(C)[nH]c(C(=O)COC(=O)COc2ccccc2C=O)c1C	94	107	105	87	14	-0.3	103	112
O=C(Cn1cc(CNC(=O)C2CCCCC2)nn1)Nc1cc(C(F)(F)F)ccc1Cl	122	105	101	101	2	-0.2	103	105
C=CCNC(=O)CCNS(=O)(=O)c1ccc(Br)cc1	104	104	101	88	-1	0.1	104	105
Cc1ccc2nc3c(nc2c1C)CCCC3	90	81	100	110	0	0.0	99	83
[O-]/[N+](=C\c1ccccc1)c1ccc(Br)cc1	107	94	96	72	88*	0.0	111	100
Cn1c(=O)c2c(SCC(=O)NCC3CCCO3)nc(-c3ccccc3Cl)nc2n(C)c1=O (stereo not drawn)	109	106	101	116	-1	0.8*	104	104
CC(=O)Nc1ccccc1OCc1cnc(Cl)s1	94	96	98	87	5	0.1	103	97
CCn1c(O)c(C2=c3ccccc3=NC2=O)c2cc(Br)ccc21	99	91	92	97	18	-0.1	76	91
CCc1cccc(NC(=O)NC2CCCCC2)c1	96	91	97	104	8	0.3	96	90
COCCCn1c(O)c(/C=C2\N=C(C#N)C(=Nc3ccc(C)cc3)O2)sc1=S	77[may fluoresce violet]	?	41*[may fluoresce violet]	69	15	0.0	756*[may fluoresce violet]	?
Clc1ccccc1/C=C/c1ccnc2ccccc12	124	105	109	84	16	-0.1	117	98
O=C1CCCC2(O)C1C(c1cccc(Br)c1)NC(=O)N2Cc1ccccc1 (stereo not drawn)	121	95	103	78	2	-0.2	90	89
Cc1cc(C)c(S(=O)(=O)N2CCCC(C(=O)NCc3cccnc3)C2)c(C)c1 (stereo not drawn)	80	98	102	102	4	-0.1	101	/
Cc1cc(OCC(=O)Nc2nccs2)c2c(C)cc(=O)oc2c1	101	108	106	117	25	0.1	109	103
CCN(CC)c1ncnc2scc(C3COc4ccccc4O3)c12 (stereo not drawn)	105	104	103	104	5	0.1	105	93
COc1ccccc1OCC(=O)Nc1cc2c(cc1C(=O)O)OCCCO2	99	108	103	103	-1	0.0	111	103
CC(C)(C)OC(=O)NCCCC[C@H](NC(=O)c1nc[nH]c1C(=O)NC1CCN(C(=O)OC(C)(C)C)CC1)C(=O)OC(C)(C)C	92	84	101	100	0	0.2	106	85
COc1ccccc1NC(=S)NCc1cccs1	87	103	100	98	4	-1.5	83	91
C/C(Cn1nc([N+](=O)[O-])cc1C)=N\NC(=O)c1ccc(O)cc1O	103	96	93	100	23	0.3	95	94
COc1ccc(C(=O)NNC(=S)NC(=O)/C=C/c2cccs2)cc1	186*	133	98	112	2	0.0	109	101
CCC(=O)N1CCN(c2ccc(NC(=O)c3ccc4c(c3)OCCO4)cc2)CC1	106	100	93	94	-4	0.0	93	96
COCCn1nnnc1C(C(C)C)N1CCN(C(=O)c2ccco2)CC1 (stereo not drawn)	105	100	96	107	2	0.1	105	107
CCOC(=O)N1CCN(S(=O)(=O)N2CCCC(C(=O)NCCc3ccc(C)cc3)C2)CC1 (stereo not drawn)	92	97	100	105	-1	0.1	99	99
CCOC(=O)c1c(NC(=O)CN2CCCc3ccccc32)sc(C)c1C	106	97	101	101	18	0.0	103	94

Compound profiles, from the list above. Order of screens: LAP4-GFP MLPCN	AGP1 TOR yeast	RPL19A TOR yeast	Yeast superoxide	AHR activator	Efflux pump mplx	MEP2 TOR yeast	CIT2-GFP yeast
`CCOC(=O)N1CCN(S(=O)(=O)N2CCCC(C(=O)NCCc3ccc(C)cc3)C2)CC1` (stereo not drawn) in the list: 92	97	100	105	-1	0.1	99	99
`C/C(Cn1nc([N+](=O)[O-])cc1C)=N\NC(=O)c1ccc(O)cc1O` in the list: 103	96	93	100	23	0.3	95	94
`COCCCn1c(O)c(/C=C2\N=C(C#N)C(=Nc3ccc(C)cc3)O2)sc1=S` in the list: 77[may fluoresce violet]	?	41*[may fluoresce violet]	69	15	0.0	756*[may fluoresce violet]	?
`COc1ccccc1OCC(=O)Nc1cc2c(cc1C(=O)O)OCCCO2` in the list: 99	108	103	103	-1	0.0	111	103

Further entries:
SMILES	LAP4-GFP MLPCN	AGP1 TOR yeast	RPL19A TOR yeast	Yeast superoxide	AHR activator	Efflux pump mplx	MEP2 TOR yeast	CIT2-GFP yeast
COc1ccc(C(=O)O)nc1C	92	101	103	84	4	0.1	102	94
COc1cc(CC(=O)OCC(=O)Nc2ccc3c(c2)OCCO3)cc(OC)c1OC	90	102	111	85	1	-0.1	100	105
O=C(CCC(=O)N1CCOc2ccccc21)N1CCCCC1	99	93	95	130	2	0.2	93	88
CCc1cc(=O)oc2cc(C)cc(OC(C)C(=O)NCC(O)c3ccccc3)c12 (stereo not drawn)	87	96	93	95	0	-0.3	89	93
Cc1cc(N2CCN(Cc3nc(-c4ccc(F)cc4)oc3C)CC2)cc(C)n1	95	98	103	94	8	-0.1	102	99
O=S(=O)(Nc1cccc(-c2ccc(N3CCCCCC3)nn2)c1)c1ccc(C(F)(F)F)cc1	96	101	98	112	6	-0.1	101	96
CCn1c(SCC(=O)NCC2CCCO2)nnc1-c1c[nH]c2ccccc12 (stereo not drawn)	90	90	90	75	0	-0.1	92	98
COCCNc1nnc(Cc2ccc(OC)c(OC)c2)c(=O)[nH]1	82	92	99	84	2	0.0	104	98
COc1ccccc1-c1nc(N)n[nH]1	88	94	97	95	11	0.0	101	94
O=C(CSc1ccc([N+](=O)[O-])cn1)Nc1ccc2[nH]c(=O)[nH]c2c1	95	96	94	102	2	-0.2	90	99
COc1ccc(N(C(=O)CNC(=O)c2ccco2)C(C(=O)NCC2CCCO2)c2ccccc2)cc1OC (stereo not drawn)	89	92	93	99	0	0.1	100	94
CCCCn1c(SCC(=O)NCCc2ccc(OC)c(OC)c2)nc2c1c(=O)n(C)c(=O)n2C	104	105	107	102	-3	0.0	113	109
COc1ccc(N(C(=O)C2CCCCC2)S(=O)(=O)c2cccc3cccnc23)cc1	100	96	94	103	0	0.2	97	89
COc1ccc(C(=O)Nc2ccc3c(c2)nc(CN2CCN(C(C)=O)CC2)n3C)cc1	116	110	107	90	1	-0.1	112	114
Cc1sc2ncnc(N3CCC(C(=O)Nc4ccc(Cl)c(Cl)c4)CC3)c2c1C	95	89	90	116	-1	0.2	92	87
C/C(=N\O)C1(C)N(O)C(C)(C)C(c2ccc(F)cc2)=[N+]1[O-] (stereo not drawn)	84	88	90	94	0	0.0	92	86
Cc1ccccc1-n1nnnc1Sc1nnnn1-c1ccccc1	118	104	105	125	-2	0.2	107	97
Cc1cccc(NC(=O)/C=C/c2ccc([N+](=O)[O-])s2)c1	98	92	94	100	29	-0.2	102	97
COc1ccc(NC(=O)CN2CCN(CC(=O)Nc3ccc(F)cc3)CC2)c(OC)c1	105	102	105	94	1	-0.1	108	105
CCNc1ccc(C(=O)OCC)cc1NC(=O)c1cccc(N(C)C)c1	114	93	95	102	11	0.2	103	91
O=C(Cn1nnc2ccccc2c1=O)Nc1ccc2c(c1)CCC2	101	95	93	119	10	0.1	90	82
O=C(NCCOc1ccccc1)C1=CC=CN2CCS(=O)(=O)N=C12	103	107	102	98	1	-0.1	107	117
Cc1cc(C)cc(NC(=S)Nc2cccc3ccccc23)c1	107	97	100	110	69*	-0.1	103	89
CC(C)Cc1cc(C(=O)Nc2cccnc2)no1	102	98	96	79	12	0.0	109	101
CCOC(=O)C(=N/O)/C(C)=N/NC(=O)C(=O)Nc1ccc(Cl)cc1	112	119	104	90	1	-0.1	102	106

Ordered by formula weight (lowest first): part of the list above
SMILES	LAP4-GFP MLPCN	AGP1 TOR yeast	RPL19A TOR yeast	Yeast superoxide	AHR activator	Efflux pump mplx	MEP2 TOR yeast	CIT2-GFP yeast
COc1ccc(C(=O)O)nc1C	92	101	103	84	4	0.1	102	94
Cc1cccc(NC(=O)/C=C/c2ccc([N+](=O)[O-])s2)c1	98	92	94	100	29	-0.2	102	97
Cc1sc2ncnc(N3CCC(C(=O)Nc4ccc(Cl)c(Cl)c4)CC3)c2c1C	95	89	90	116	-1	0.2	92	87

The results go on.
SMILES	LAP4-GFP MLPCN	AGP1 TOR yeast	RPL19A TOR yeast	Yeast superoxide	AHR activator	Efflux pump mplx	MEP2 TOR yeast	CIT2-GFP yeast
O=C(Nc1ccc(-c2nc3c(ccc4ccccc43)o2)cc1)c1ccco1	116	98	97	97	67*	0.3	113	87
C#CCOCCOCCOCCNc1nc(N2CCN(C(=O)CCCCCCCCCCNC(=O)[C@@H](CCC(=O)O)n3cc(CCCCCN)nn3)CC2)nc(N2CCN(C(=O)CCCCCCCCCCNC(=O)[C@H]([C@@H](C)CC)n3cc(CCCCCN)nn3)CC2)n1	116	81	87	114	-4	0.3	83	86
CCOCCn1c(SCc2c(F)cccc2Cl)nc2c1c(=O)[nH]c(=O)n2C	89	89	92	104	2	0.0	90	88
CCCc1cc(=O)oc2c(C)c(OCc3nn[nH]n3)ccc12	110	107	102	108	0	-0.1	106	104
CC(C)Cc1nc2ccccc2n1CCc1ccccc1	90	94	91	72	32	-0.1	94	98
CCOC(=O)CC(N)c1ccc2c(c1)OCO2 (stereo not drawn)	93	96	93	116	1	0.0	97	94
CCCOC1CCCN(C(=O)c2cc(COc3ccc(-n4cncn4)cc3)on2)C1 (stereo not drawn)	97	99	105	100	5	0.1	95	92
CCOC(=O)C(=CNc1nc(-c2ccc3ccccc3c2)cs1)C(=O)OCC	89	100	103	92	0	0.0	101	101
CCOc1cccc(OCCOCCN(C)C)c1	86	99	116	94	-2	-0.2	97	113
CCc1sc(C(=O)N2CCN(c3ncccn3)CC2)cc1Br	100[may fluoresce green]	99[may fluoresce green]	97[may fluoresce green]	98	-6	1.6	102[may fluoresce green]	86[may fluoresce green]
Cn1c(=O)n(C)c2cc(/C=N/N=C3/NC(=O)C(CC(=O)O)S3)ccc21 (stereo not drawn)	93	/	93	104	0	0.1	93	99
O=C(CSc1nc(-c2ccccc2)c(-c2ccccc2)[nH]1)Nc1ccc2c(c1)OCO2	114	102	105	109	47	-0.8	154	84
Cc1ccc(NS(=O)(=O)c2ccc3c(c2)n(C)c(=O)n3C)c(C)c1	99	93	101	102	1	0.2	105	96
CC(Sc1nc(-c2ccccc2)cc(C(F)(F)F)n1)C(=O)Nc1sc2c(c1C(N)=O)CCC2 (stereo not drawn)	90	98	103	115	1	0.0	95	97
C=CCN=c1scc(C)n1/N=C/c1ccc(O)c(O)c1	117	98	92	103	45	-0.1	97	97
CN(C(=O)Nc1cnc2ccccc2c1)c1ccccc1	109	107	100	105	13	-0.1	100	105
Cc1ccc(CNC(=O)CSc2nc3c(sc4ccccc43)c(=O)n2CCCN2CCCC2)cc1	99	99	100	89	1	0.0	94	93
CCCC(=O)Nc1nc2ccc(NC(=O)c3ccc(Br)o3)cc2s1	109	100	97	106	45	-0.1	110	93
O=[N+]([O-])c1ccc(OCCn2cncn2)cc1	90	100	104	90	-1	0.3	104	105
COCCn1c(C)cc(/C=C2/SC(=O)N(CC(=O)N3CCCC3)C2=O)c1C	102	105	105	110	3	0.5	115	103
O=C(CCc1[nH]c2ccccc2c1Sc1ccccc1)N(CCO)CCO	105	99	103	92	1	-0.1	115	112
CC1CCCCC1NC(=O)CCS(=O)(=O)c1ccc2c(c1)NC(=O)CS2 (stereo not drawn)	106	112	107	100	-2	0.1	102	109

Screening data: PubChem, several laboratories

No enrichment for hits. Share with any hit: about 3.9%.
